LMP1 NFkB inh: EBV LMP1-driven NF-kappaB luciferase reporter inhibitors, primary screen, cell-based, luminescence, single point; LMP1-induced NF-kappaB luciferase reporter cells; inhibition, % at 12.5 µM; 350,000 compounds, 0.69% hits; AID 504558, 2011; in the data active = inhibition above about 41%;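 also: 0% = neutral control wells and 100% = reference inhibitor control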
NR2F2 inh: NR2F2 transcriptional activity inhibitors, primary screen, cell-based, luciferase reporter, HEK293T, luminescence; COUP transcription factor 2 (Homo sapiens), P24468; HEK293T NGFI-A luciferase reporter; inhibition, % at 8.6 µM; 370,000 compounds, 0.7% hits;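 active = inhibition above a per-plate cutoff, mean inhibition of test wells between control levels plus 3 SD, cut at about 38% in these data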;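 also: cells cotransfected with COUP-TFII expression vector driving the NGFI-A reporter; 0% = median of COUP-TF2 test wells and 100% = reporter-only cells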
SRC1 inh: SRC1 coactivator transcriptional activity inhibitors, primary screen, cell-based, luminescence. Nuclear receptor coactivator 1 (Homo sapiens), Q15788. HEK293 GAL4-SRC1 luciferase reporter. inhibition, % at 3.6 µM. 360,000 compounds, 0.12% hits;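 active = inhibition above the campaign mean plus 3 SD, with each screening campaign given its own cutoff, cut at about 60% in these data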;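 also: 0% = DMSO treated cells and 100% = gossypol at 36 µM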
TROY signal inh: inhibitors of TROY-driven NF-kB signaling, primary screen, Q293 LMP1-TROYcd cells, NF-kB luciferase, uHTS | Q293 LMP1-TROYcd NF-kB luciferase reporter, 4 h | inhibition, % at 10 µM | 360,000 compounds, 0.98% hits;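 active = compounds whose plate-normalised and pattern-corrected inhibition of the luciferase reporter signal at the single screening dose is 50% or more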
TWEAK Fn14 block: inhibitors of TWEAK-Fn14 signaling, primary screen, luciferase reporter cells, uHTS; TWEAK-stimulated Fn14 reporter cells, luciferase luminescence, 8 h; AID 1159606, 2016; inhibition, % at 10 µM; 360,000 compounds, 2% hits; in the data active = inhibition above about 50%
TRAIL sens C8: viability loss with TRAIL in NB7+C8 cells, primary screen, TRAIL sensitizer project, cell-based, ATPlite luminescence; inhibition (viability loss, TRAIL sensitization), % at 10 µM; 360,000 compounds, 1% hits;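 active = compounds causing at least 50% loss of cell viability in the single-dose screen, relative to plate controls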
CF NFkB inh: inhibitors of PAF-induced NF-kB signaling, primary screen, cell-based, GFP fluorescence, uHTS; KKLEB NF-kB-GFP reporter, GFP fluorescence overnight; inhibition, % at 5 µM; 360,000 compounds, 0.86% hits; AID 588850, 2011;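 active = at least 50% inhibition at 5 µM, scaled per plate between neutral and stimulator controls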;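 also: PAF is a Pseudomonas aeruginosa culture filtrate used as stimulus; plate controls were PAF-stimulated DMSO wells for no effect and unstimulated DMSO wells for full effect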
SRC3 inh: SRC3 coactivator transcriptional activity inhibitors, primary screen, cell-based, luminescence; Nuclear receptor coactivator 3 (Homo sapiens), Q9Y6Q9; 360,000 compounds, 0.17% hits; inhibition, % at 3.6 µM; HEK293 GAL4-SRC3 luciferase reporter;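 active = inhibition above a per-campaign cutoff, the mean of all compounds plus 3 SD, cut at about 60% in these data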;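 also: 0% = DMSO-treated cells and 100% = gossypol-treated cells at 36 µM; higher means less SRC3-driven luciferase light from the GAL4 reporter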
KKLEB cytotox: cytotoxicity in KKLEB CF airway cells, primary screen, cytotoxicity control for CF NF-kB inhibitor project, cell-based, uHTS, fluorescence assay plates; KKLEB CF airway cells viability, ATPlite luminescence, overnight; hits give low values; cells stimulated with P. aeruginosa culture filtrate; activity change (cytotoxicity), % at 5 µM; 360,000 compounds, 0.36% hits; AID 602141, 2011;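 active = corrected activity change at or below -50% at 5 µM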
NR5A2 inv ag: LRH-1 (NR5A2) inverse agonists, primary screen, cell-based, luminescence, HEK293T, StAR-luciferase reporter | LRH-1 transfected, 24 h | inhibition, % at 3.6 µM | 360,000 compounds, 0.13% hits;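 active = inhibition above the mean inhibition of all tested compounds plus 3 SD, cut at about 73% in these data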;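 also: 0% = DMSO wells and 100% = reporter-only cells lacking LRH-1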
SRC2 inh: inhibition of GAL4-SRC2 driven luciferase reporter, primary screen, SRC2 inhibitor project, cell-based, luminescence; Nuclear receptor coactivator 2 (Homo sapiens), Q15596; HEK293 GAL4-SRC2 luciferase reporter; inhibition, % at 9 µM; 370,000 compounds, 0.17% hits;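 active = inhibition above the mean inhibition of all tested compounds plus 3 SD, set per campaign, cut at about 52% in these data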;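 also: 0% = DMSO treated cells and 100% = cells given Gossypol at 36 µM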
An asterisk follows results filed as active; . = not tested or not shown. Compounds as they come; 4.2% or so of the library scored in one or more.

SMILES	LMP1 NFkB inh	NR2F2 inh	SRC1 inh	TROY signal inh	TWEAK Fn14 block	TRAIL sens C8	CF NFkB inh	SRC3 inh	KKLEB cytotox	NR5A2 inv ag	SRC2 inh
Cc1c(CCC(=O)N[C@@H](C)C(=O)O)c(=O)oc2cc3occ(-c4ccccc4)c3cc12	1	2	11	10	-2	-10	-2	-4	-2	15	-4
CC1C/C(=N/O)C(C)CN1 (centres undefined)	1	-12	-10	4	-10	-11	-2	-5	5	-4	2
CN(C)c1ccc(NC(=O)CSc2nc3ccccc3c(=O)n2C2CCCCC2)cc1	-3	13	-2	-1	5	9	-22	-1	-3	15	1
Cc1cccc2cc(C#N)c(NCCNS(=O)(=O)c3ccc4c(c3)OCCO4)nc12	13	16	-29	-25	3	-7	0	1	7	-8	-14
O=C(OCC(=O)N1CCC(Cc2ccccc2)CC1)c1ccccc1	-2	-7	2	-22	-15	11	0	-12	-4	-7	-7
CC(C)C[C@H]1CNC(=O)C(=O)N1C[C@@H]1CCCN1C[C@H](Cc1ccccc1)N1C[C@H](CC(C)C)N(CC2CCCCCC2)C(=O)C1=O	.	-8	.	7	6	-1	.	.	.	-8	15
O=c1c2c(nc3nc(COc4ccccc4)[nH]n13)CCC2	7	-1	-4	5	8	11	0	-30	3	-8	-5
Cc1cc(C)c(C)c(Cn2c(CO)nc3ccccc32)c1C	-17	-2	-17	10	2	11	3	6	1	-12	-19
CC(Sc1nnc(NC2CCCCC2)s1)C(=O)Nc1ccc2c(c1)C(=O)c1ccccc1C2=O (centres undefined)	-46	-14	-94	-2	30	11	-25	-55	5	-39	-32
Cc1c(Cl)cccc1NC(=O)Cn1cnc(S(=O)(=O)N2CCCC2)c1	-7	.	-5	-10	34	15	-3	-23	0	-4	.
COc1ccccc1CN1CCN(Cc2ccco2)CC1	4	19	-30	-5	12	-3	-2	2	7	-16	-4
O=C(COc1ccc(-n2cnnn2)cc1)NC1CCCCC1	1	-12	-20	11	-11	-24	-16	-1	-14	-5	-16
CCN(CCO)C(=O)CC1C(=O)NCCN1Cc1c(F)cccc1Cl (centres undefined)	-6	20	-13	-2	3	2	-4	7	-2	10	1
COc1cc(/C=C(\C#N)c2nnc(N3CCOCC3)n2-c2ccccc2)ccc1O	2	-17	8	4	-8	4	-5	0	4	30	-2
CCN(CC)S(=O)(=O)c1ccc(C(=O)NC(=S)N(CCC#N)Cc2cccnc2)cc1	-12	23	5	-6	-7	-2	15	4	-11	14	-20
Cc1ccnc(N2CCC(C(=O)Nc3ccc4c(c3)OCCO4)CC2)n1	5	-12	-18	-5	13	-3	11	3	3	-11	15
Nc1ccc(-c2cnc(-c3ccc(N)cc3)nc2)cc1	-25	-41	-69	-4	67*	73*	-32	-53	1	-62	-21
O=C(NNc1ccccc1F)C1CCC1	3	12	12	-3	13	-2	4	9	2	3	-17
O=C(NCc1nc(-c2ccccc2)no1)Nc1ccc(F)cc1	1	3	11	10	0	1	-4	3	-4	2	12
O=C(Nc1cc(Sc2ccccn2)cc([N+](=O)[O-])c1)c1cccc(Cl)c1	4	19	0	47	78*	16	4	8	-12	10	16
O=C(c1cc2nc(-c3ccccc3)cc(-c3ccccc3)n2n1)N1CCN(C(=O)c2ccco2)CC1	28	-21	16	11	39	10	8	24	-1	8	-29
CN(C)S(=O)(=O)c1ccc(C(=O)OCC(=O)c2csc(N3CCCCC3)n2)cc1	5	-3	-5	-1	-15	-2	0	-26	10	-11	12
NC1=NC(=Nc2cccc(Cl)c2)c2ccccc21	-20	7	-17	-16	28	13	24	-27	-14	-7	-7
CCc1ccc(NC(=O)CN(CC(=O)Nc2ccc(CC)cc2)CC(C)O)cc1 (centres undefined)	2	-19	3	-11	11	-2	-24	-1	14	4	6
O=C(Nc1ccc(C(=O)N2CCCCC2)cc1)C1CCCCC1	-5	-13	0	-23	-11	-12	0	-6	4	-6	-29

Quoted at random: six compounds from above
SMILES	LMP1 NFkB inh	NR2F2 inh	SRC1 inh	TROY signal inh	TWEAK Fn14 block	TRAIL sens C8	CF NFkB inh	SRC3 inh	KKLEB cytotox	NR5A2 inv ag	SRC2 inh
Cc1c(Cl)cccc1NC(=O)Cn1cnc(S(=O)(=O)N2CCCC2)c1	-7	.	-5	-10	34	15	-3	-23	0	-4	.
CCN(CCO)C(=O)CC1C(=O)NCCN1Cc1c(F)cccc1Cl (centres undefined)	-6	20	-13	-2	3	2	-4	7	-2	10	1
COc1cc(/C=C(\C#N)c2nnc(N3CCOCC3)n2-c2ccccc2)ccc1O	2	-17	8	4	-8	4	-5	0	4	30	-2
Cc1ccnc(N2CCC(C(=O)Nc3ccc4c(c3)OCCO4)CC2)n1	5	-12	-18	-5	13	-3	11	3	3	-11	15
CN(C)S(=O)(=O)c1ccc(C(=O)OCC(=O)c2csc(N3CCCCC3)n2)cc1	5	-3	-5	-1	-15	-2	0	-26	10	-11	12
NC1=NC(=Nc2cccc(Cl)c2)c2ccccc21	-20	7	-17	-16	28	13	24	-27	-14	-7	-7

(listing goes on)
SMILES	LMP1 NFkB inh	NR2F2 inh	SRC1 inh	TROY signal inh	TWEAK Fn14 block	TRAIL sens C8	CF NFkB inh	SRC3 inh	KKLEB cytotox	NR5A2 inv ag	SRC2 inh
Cn1nnnc1SCC(=O)NCc1cc([N+](=O)[O-])ccc1O	5	0	1	-4	11	1	0	-12	8	22	1
CCNC(=O)O/N=C(\C)c1sc(-c2ccccc2)nc1C	-6	-33	-65	-21	-26	10	-7	-28	3	-58	-32
CC(C)(C)NC(=O)NC(=O)COC(=O)c1cccc(OC(F)F)c1	0	11	5	10	-12	-7	-12	8	-5	5	2
O=C(CNC(=O)c1ccc(Br)cc1)OCC(=O)c1ccccc1	1	-22	-5	-13	-5	-19	10	14	4	-9	-14
COc1ccc(COCC(O)CN2CCCCC2)cc1OC (centres undefined)	-2	-6	-9	2	13	-5	-3	21	12	2	-17
O=C1c2cccnc2C(=O)N1C1CCCCC1	-2	4	0	13	0	-23	-12	-11	-13	-20	1
O=C(Nc1ccccc1)C(=O)Nc1cccnc1	9	-31	-86	-8	39	-10	-25	-51	4	-127	-31
COC(=O)C(C(C)=O)C1=C/C(=N\S(=O)(=O)c2ccc(C)cc2)c2ccccc2C1=O (centres undefined)	3	.	13	0	17	-7	4	12	6	3	.
CCn1c(SCC(=O)N/N=C/c2c[nH]c3ccccc23)nnc1-c1ccc(C(C)(C)C)cc1	-10	13	-12	23	60*	22	-12	4	7	17	-2
C=CCn1c(SC(C)C(=O)NCc2ccc3c(c2)OCO3)nc2scc(-c3ccccc3)c2c1=O (centres undefined)	11	10	6	10	8	1	2	17	11	10	6
CC(NC(=O)Nc1ccccc1F)C(C)(C)C (centres undefined)	8	-9	10	-2	6	-6	-10	18	9	22	-15
C/C(=N\Nc1ccc(Cl)c(C(=O)O)c1)c1ccc2c(c1)OCO2	-17	10	-65	-36	-10	-2	-3	-27	-3	-95	-31
CCc1cccc(C)c1Nc1nc2ccccc2n2cnnc12	9	-13	-17	10	-6	6	18	-7	-4	1	-3
CNC(=O)CSc1nc2cc(S(=O)(=O)Nc3ccc(OC)cc3)ccc2o1	10	-3	-16	3	11	-13	5	-5	7	21	-7
CC(=O)COc1ccc2c(-c3ccccc3)cc(=O)oc2c1C	4	15	-14	0	-33	7	18	-20	-3	2	8
CCCOc1cccc(C(=O)N2CCN(C(=O)C3CCCO3)CC2)c1 (centres undefined)	8	-9	1	13	-2	-2	20	8	-15	7	-3
COc1ccc2oc(C(=O)OCC(=O)N3CCC(C)CC3)c(C)c2c1	-15	-6	-17	-11	-3	-8	14	8	8	-12	8
CC(C)NC(=O)COc1ccc2c(c1)C(=O)CC(C)(C)O2	2	-26	8	-4	-16	12	-10	-2	-6	2	-27
CC(C)(CNC(=O)c1ccccc1F)CNC(=O)c1ccccc1F	-1	-9	3	12	-24	8	-19	16	6	-1	-6
CCOC(=O)Cc1csc(N/N=C/c2ccccc2)n1	-6	-8	-8	-32	-3	7	-18	-20	7	-31	-21
O=c1cc(-c2ccc(O)c(O)c2)oc2cc(O)c([C@@H]3O[C@H](CO)[C@@H](O)[C@H](O)[C@H]3O)c(O)c12	7	-2	0	-1	0	1	-3	-17	10	-8	-48
Cn1cccc1C(=O)OCc1cc(-c2ccco2)on1	-20	-28	-78	-57	-21	-14	-34	-61	-12	-80	-30
CC(C)(C)NC(=O)c1cccc2c1OC(C)(C)C2	-6	2	8	7	-2	1	-20	21	13	3	-10
CC1(C(=O)NS(=O)(=O)c2ccccc2)CCN1C(=O)c1ccccc1 (centres undefined)	.	1	-5	14	-3	-10	-18	10	4	3	5
COc1ccc2c(c1)[C@H]1[C@H](CO2)[C@H](c2ccccc2)[C@]2(C)C(=O)Nc3cc(C)ccc3C(=O)N12	-28	-18	18	15	-4	6	5	18	-5	5	-19

Some of these compounds in order of molecular weight, falling.
SMILES	LMP1 NFkB inh	NR2F2 inh	SRC1 inh	TROY signal inh	TWEAK Fn14 block	TRAIL sens C8	CF NFkB inh	SRC3 inh	KKLEB cytotox	NR5A2 inv ag	SRC2 inh
CCn1c(SCC(=O)N/N=C/c2c[nH]c3ccccc23)nnc1-c1ccc(C(C)(C)C)cc1	-10	13	-12	23	60*	22	-12	4	7	17	-2
COc1ccc2c(c1)[C@H]1[C@H](CO2)[C@H](c2ccccc2)[C@]2(C)C(=O)Nc3cc(C)ccc3C(=O)N12	-28	-18	18	15	-4	6	5	18	-5	5	-19
COC(=O)C(C(C)=O)C1=C/C(=N\S(=O)(=O)c2ccc(C)cc2)c2ccccc2C1=O (centres undefined)	3	.	13	0	17	-7	4	12	6	3	.
COc1ccc2oc(C(=O)OCC(=O)N3CCC(C)CC3)c(C)c2c1	-15	-6	-17	-11	-3	-8	14	8	8	-12	8
COc1ccc(COCC(O)CN2CCCCC2)cc1OC (centres undefined)	-2	-6	-9	2	13	-5	-3	21	12	2	-17
CC(C)NC(=O)COc1ccc2c(c1)C(=O)CC(C)(C)O2	2	-26	8	-4	-16	12	-10	-2	-6	2	-27
